Source: PubChem BioAssay
BRCA1 expr up: qHTS Assay to Identify Small Molecule Activators of BRCA1 Expression; MCF7-BRCA1-FFLuc reporter, luminescence, 48 h; response scale: scaled: vehicle 0%, 10 µM genistein 100%; Potency, µM (highest dose often 46.1 µM), inactives show top-dose activation, actives largely listed as activators; 380,000 tested, 1.1% active; AID 624202, 2012; active means well fitted activation curve with a large enough effect; inconclusive means small, poorly fitted or top-dose-only effect; inactive means no such curve, though single readings can be large or run the other way; further: nearly all actives have a fitted effect of over 80% in size; some results filed as inactive show a strong effect at the top dose
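MCF7 cells carrying a BRCA1-firefly luciferase reporter (2000 cells/well, phenol-red free MEM) were attached for 2 h at 37 °C, then given compounds for 48 h. Luminescence was read 15 min after luciferase reagent; activity normalized to genistein (10 microM) and DMSO.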
Active calls of the source: *; ? = inconclusive. Potency means the concentration at half of the fitted maximal effect. An excerpt, so the mix of outcomes need not match the whole.

Molecule	BRCA1 expr up
COc1ccccc1N1CCN(Cc2cc(=O)oc3cc(C)ccc23)CC1	-4.0%
COc1cccc(-c2cnc(C(O)c3ccccc3OC)[nH]2)c1 (configuration not stated)	7.7%
Cc1cccc(COC[C@H](CC(C)C)N2CCN(C(=O)c3ccc(C(C)(C)C)cc3)CCC2=O)c1	-54.8%
COCCN1C[C@@H](CO)O[C@@H](n2cnc3c(N4CCN(CCO)CC4)ncnc32)C1	0.0%
COc1cc2c(NC3CCN(C)CC3)nc(N3CCCN(C)CC3)nc2cc1OCCN(C)CCN(C)C	11.1%
Cc1nc(-c2ccc(S(=O)(=O)N3CCN(c4ccccc4F)CC3)cc2)co1	0.0%
CCOc1ccc(S(=O)(=O)N2CCN(c3c(C)cccc3C)CC2)c2ccccc12	0.0%
Cc1ccc(-c2nc3ccc(Cl)cn3c2Cc2ccccc2C(F)(F)F)cc1	?
CCCCNC(=O)C1(C)CCCCN1C(=O)c1ccc(F)cc1Cl (configuration not stated)	0.0%
COc1ccc(C[C@@H]2C(=O)N[C@H](C)C(=O)N(C)[C@@H]3Cc4ccc(cc4)Oc4cc(ccc4O)C[C@H](C(=O)N[C@@H](C)C(=O)N[C@H](C)C(=O)N2C)N(C)C3=O)cc1	17.7%
CN(C)c1ccc(-c2nnc(SCC(=O)NCc3ccco3)n2C)cc1	0.0%
Cc1ccc2oc(-c3cccc(NC(=O)COc4ccc(Cl)cc4)c3C)nc2c1	26.1%
NC(c1ccccc1)c1csc(Nc2cc(Oc3ccccc3)ncn2)n1 (configuration not stated)	-18.4%
O=C(Nc1ccc(OCc2cc(=O)n3c4c(sc3n2)CCCC4)cc1)c1ccccc1	-7.8%
O=C(Nc1ccc(Br)cc1)C1CCN(c2ncccn2)CC1	-15.0%
CCCCCn1c(=O)[nH]c2cc(C(=O)N3CCN(c4cccc(C(F)(F)F)c4)CC3)ccc2c1=O	-14.1%
COc1ccccc1-c1cnc(C(O)c2cc(Cl)cc(Cl)c2)[nH]1 (configuration not stated)	-24.2%
O=C(NCc1ccco1)c1ccc2c(c1)N(Cc1ccc(Cl)cc1)C(=O)c1ccccc1S2(=O)=O	0.0%
O=C(NCc1ccccc1)c1cc(C2COCCN2S(=O)(=O)c2ccccc2)on1 (configuration not stated)	4.2%
CCc1nc2c(OCc3cc(Cl)cc(Cl)c3)cccn2c1N(C)C(=O)Nc1ccccc1OC	0.0%
Cc1ccc(S(=O)(=O)NC(=O)C2(C)CCN2C(=O)CC2CCCC2)cc1 (configuration not stated)	11.1%
CCCS(=O)(=O)NC(=O)C1(C)CCN(C(=O)c2cccs2)C1 (configuration not stated)	0.0%
Cc1cc(C)cc(C(=O)Nc2c3c(nn2-c2ccccc2C)CS(=O)(=O)C3)c1	-7.2%
COc1ccccc1CNc1nc(NCc2ccccc2F)c2sccc2n1	-31.4%
O=C(Cn1c(=O)c(C(F)(F)F)nc2ccccc21)Nc1cccc(Br)c1	16.5%
CC1(C(=O)NS(=O)(=O)c2ccc(F)cc2F)CCN1C(=O)c1ccccc1 (configuration not stated)	0.0%
CC(=O)c1ccc(OCc2nnn(CC(=O)O)c2-c2ccccc2)cc1	10.3%
CCOc1ccc(CCN2C(=O)C(=O)N([C@@H](Cc3ccccc3)CN3CCC[C@@H]3CN3C(=O)C(=O)NC[C@@H]3Cc3ccc(O)cc3)C[C@@H]2Cc2ccccc2)cc1	0.0%
CCNC(=O)C1(C)CCN(C(=O)c2ccc(F)c(Cl)c2)C1 (configuration not stated)	4.2%
Cc1cccc(N2CCN(C(=O)CS(=O)(=O)c3cccc4nsnc34)CC2C)c1 (configuration not stated)	-1.7%
COC(=O)c1ccc2nc(C3CCCCC3)c(CC(C)(C)C)n2c1	-17.4%
Cc1ccc(-c2cc(-c3coc4ccc(Cl)cc4c3=O)c3c(n2)-c2ccccc2OC3)cc1	0.0%
COc1ccc(-c2nnn3c2nc(NCCc2ccc(OC)c(OC)c2)c2ccccc23)cc1	-44.9%
COCCn1c(-c2ccccc2)c(C)n2c3c(=O)n(C)c(=O)n(C)c3nc12	-2.7%
COc1ccc(NS(=O)(=O)c2ccc(-c3cnc(C4CC4)o3)cc2)cc1Cl	-1.1%
Cc1ccc(CNc2nc3cc(-c4ccccc4C)sc3c(=O)n2C)c(C)c1	-15.6%
COc1ccccc1-c1ccc2c(c1)C(C)(Cc1ccc(F)c(Cl)c1)C(=O)N2 (configuration not stated)	-52.7%
COCCCN1C(=O)c2oc3ccccc3c(=O)c2C12C(=O)N(C)c1ccccc12 (configuration not stated)	3.0%
OC[C@@H]1CN(Cc2ccc(F)cc2)C[C@H](n2cnc3c(N4CCCC4)ncnc32)O1	1.2%
COc1ccccc1Nc1cc(C(=O)NCc2cccs2)c2ccccc2n1	-23.1%

The closing 4 entries of the part before come first, to join the parts:
Molecule	BRCA1 expr up
COc1ccccc1-c1ccc2c(c1)C(C)(Cc1ccc(F)c(Cl)c1)C(=O)N2 (configuration not stated)	-52.7%
COCCCN1C(=O)c2oc3ccccc3c(=O)c2C12C(=O)N(C)c1ccccc12 (configuration not stated)	3.0%
OC[C@@H]1CN(Cc2ccc(F)cc2)C[C@H](n2cnc3c(N4CCCC4)ncnc32)O1	1.2%
COc1ccccc1Nc1cc(C(=O)NCc2cccs2)c2ccccc2n1	-23.1%
O=C(CCn1nc(-c2ccc(Cl)cc2)ccc1=O)NCCc1ccccc1	19.0%
CCCc1ccc(C(O)c2ncc(-c3ccccc3)[nH]2)cc1 (configuration not stated)	41.7%
CCCc1ccc(C(O)c2ncc(-c3cccc(OC)c3)[nH]2)cc1 (configuration not stated)	-2.4%
CC1=C(C(=O)Nc2ccccc2)C(c2ccccn2)n2nc(SCc3ccccc3Cl)nc2N1 (configuration not stated)	12.5%
CC(C)(C)OC(=O)N1CCC(c2nnc(SCc3ccccc3)o2)CC1	-45.0%
CCCNC(=O)C1(C)CCCN(C(=O)C(c2ccccc2)c2ccccc2)C1 (configuration not stated)	-2.3%
COc1ccc(-c2coc3c(C(=O)NC4CCCCC4)cccc23)c(C)c1	-25.8%
CC1(C(=O)Nc2cccc3ccccc23)CCN1C(=O)Cc1ccccc1Cl (configuration not stated)	-1.2%
CCCS(=O)(=O)NC(=O)C1(C)CCCN(C(=O)c2ccc(F)c(Cl)c2)C1 (configuration not stated)	6.6%
O=C(C1CCCN(S(=O)(=O)c2cccc3nsnc23)C1)N1CCN(c2ccccc2F)CC1 (configuration not stated)	-7.3%
COc1ccc(C(C)=O)cc1CN1C(=O)C(C)ON=C1c1ccccn1 (configuration not stated)	3.8%
CCNC(=O)C1CCCN(C(=O)c2ccco2)CC1 (configuration not stated)	7.0%
C=CCNc1nc2cc(-c3cccc(NC(C)=O)c3)sc2c(=O)n1C	-24.6%
CCOC(=O)c1c(NC(=O)c2cc3ccccc3c(=O)o2)sc2c1CCC(C)C2 (configuration not stated)	15.4%
CC1CCN(C(=O)c2[nH]c(C(F)(F)F)nc2-c2ccccc2)CC1	7.0%
COc1ccc(-c2nn(-c3ccc(F)cc3)c3c2cnc2ccc(F)cc23)cc1OC	3.3%
Cc1nc2c(C(=O)N(C)Cc3ccccc3)c[nH]n2c(=O)c1Cc1ccc(Cl)cc1	-8.8%
CCOc1ccccc1NC(=O)CC1C(=O)NCCN1C(=O)c1ccc(F)cc1 (configuration not stated)	11.0%
Cc1cccc(Cc2c(C)nc3nc(SCC(=O)NC4CCCCC4)nn3c2C)c1	5.7%
CC(=O)Nc1ccc(-c2ccnc3c2CC(C(=O)NCCC(F)(F)F)O3)cc1 (configuration not stated)	-34.1%
CC(C)N(C)c1ncnc2c1ncn2[C@H]1CN(Cc2ccc(F)cc2)C[C@@H](CO)O1	12.2%
CN(C)CCCNc1nc2cc(-c3cccc(Cl)c3)sc2c(=O)n1C	-7.8%
Cc1cccc(-c2nc3nc(C)cc(NC(C)c4ccccc4)n3n2)c1 (configuration not stated)	5.4%
COc1cccc(N2CCN(C(=O)c3ccc(Cn4c(=O)[nH]c5cc(OC)c(OC)cc5c4=O)cc3)CC2)c1	-6.0%
CSc1nn(Cc2cccc(F)c2)c(N(C(C)=O)C(C)=O)c1S(=O)(=O)c1ccccc1	4.4%
CC(=O)Nc1ccc(C(=O)N2CCCCC2c2cc(C(=O)NCc3ccccc3)no2)cc1 (configuration not stated)	18.9%
COC(=O)c1cnc(NC(=O)C2(C)CCN2C(=O)C(C)C)s1 (configuration not stated)	0.0%
COC(=O)[C@]12CCCCC=C1N(Cc1ccccc1)C(=O)[C@H](CC(=O)N1CCSCC1)C2	16.4%
ClC(Cl)(Cl)C1=NCc2nnn(Cc3ccccc3)c2N1	16.2%
N#Cc1c2c(c(Cl)n3c1nc1ccccc13)CCCC2	-1.2%
COc1ccc(C)cc1NC(=O)Cc1ccc(NC(=O)N2CCCCc3ccccc32)cc1	2.4%
O=C(Nc1ccc(Cl)cc1)C1Cc2c(-c3ccccc3)ccnc2O1 (configuration not stated)	-12.1%
CCCC(=O)N1CCC1(C)C(=O)Nc1cccc(OC(C)C)c1 (configuration not stated)	6.5%
O=C(NCCn1cc(SCc2ccc(Cl)cc2)c2ccccc21)c1cccs1	-41.0%
CC1(C)CC(=O)c2cc(-c3nc(-c4ccc(Br)cc4)cs3)c(=O)n(-c3ccccc3)c2C1	-12.8%
CCOc1ccc(C2NC(=O)c3c(COC)cc(C)nc3N2Cc2ccccc2)cc1OC (configuration not stated)	-3.6%
COc1ccc(CCNC(=O)CCn2c(=O)c3ccccc3n(Cc3ccccc3C)c2=O)cc1OC	6.9%
CC1(C(=O)NS(=O)(=O)c2ccc3c(c2)CCO3)CCN1C(=O)COc1ccc(Cl)cc1 (configuration not stated)	22.8%
Cc1ccc(C(=O)OCc2cc(=O)n3nc(-c4cccs4)sc3n2)cc1	0.0%
O=C(NCc1cccc(C(F)(F)F)c1)c1ccc2nc([C@H]3C[C@H](O)[C@@H](CO)O3)[nH]c2c1	-2.3%
CC(=O)Nc1ccc(C(=O)CSc2nnc(-c3ccccc3)n2-c2ccccc2)cc1	-1.4%
Fc1ccc(-c2nc(-c3c[nH]c4ccccc34)cs2)cc1	8.4%
N#Cc1c(Cl)cccc1N1CCSCC1	19.4%
CS(=O)(=O)N1CCc2cc(C(=O)NCc3ccccc3)ccc21	0.6%
Cc1nn(C(=O)c2c(F)cccc2F)c(C)c1S(=O)(=O)N1CCOCC1	3.3%
CCOC(=O)c1c(C)oc2ccc(N(C(C)=O)S(=O)(=O)c3c(C)cc(C)cc3C)cc12	9.5%
CC1=C(C(N)=O)C(c2ccc(C(C)C)cc2)n2nc(SCc3ccccc3F)nc2N1 (configuration not stated)	-14.6%
CC1(C(=O)Nc2cnc3ccccc3c2)CCN1C(=O)CCc1ccccc1 (configuration not stated)	-18.4%
CCOc1ccc(Cl)cc1-c1cc(C(=O)NCc2cc(C(F)(F)F)cc(C(F)(F)F)c2)[nH]n1	-63.8%
CCN(CC)S(=O)(=O)c1ccc2c(c1)c(=O)c(C(=O)NCc1ccc(Cl)cc1)cn2C	-18.5%

Remaining list, next part
Molecule	BRCA1 expr up
CC(=O)c1ccc2c(c1)N(Cc1ccc3ccccc3c1)C(=O)C(C)S2 (configuration not stated)	-57.5%
COc1ccc(CNC(=O)c2ccc3c(c2)NC(=O)C(CS(=O)(=O)Cc2ccccc2Cl)N3)cc1 (configuration not stated)	-9.4%
Cc1ccc2oc(-c3ccc(C)c(NC(=O)c4ccc(C(C)(C)C)cc4)c3)nc2c1	12.2%
CCOCCCn1c(=N)c(C(=O)NCc2ccccc2)cc2c(=O)n3ccccc3nc21	12.5%
O=C(Nc1ccc(N2CCOCC2)cc1)c1csc([C@H]2C[C@H](O)[C@@H](CO)O2)n1	0.0%
CCOC(=O)N1CCN(C(c2ccnc3ccccc23)c2nnnn2-c2c(C)cccc2C)CC1 (configuration not stated)	1.2%
O=C(CSc1ncc2c(n1)-c1cc(Cl)ccc1N(Cc1ccccc1)S2(=O)=O)NCCc1ccccc1	4.8%
COc1ccccc1/C=C/c1nc2ccccc2[nH]1	0.0%
CCOc1ccc(NC(=O)CCSc2nc(-c3ccc4c(c3)OCO4)cc(C(F)(F)F)n2)cc1	-5.3%
COc1ccc(NC(=O)c2oc3ccccc3c2NC(=O)c2cc3ccccc3o2)cc1	-19.0%
COc1ccc(C(C)=O)cc1Cn1c(C)c(C(=O)NCCC#N)sc1=O	11.8%
COc1cccc(-c2cnc3c(NC(C)=O)cc(-c4ccccc4OC)cn23)c1	-31.2%
COc1ccc(Cl)cc1-c1noc([C@@H]2O[C@H](CO)[C@@H](O)[C@H]2O)n1	10.6%
CCNC(=O)C1(C)CCCN(Cc2cccc(Oc3ccccc3)c2)C1 (configuration not stated)	19.2%
OC(c1ccc(F)c(F)c1)c1nc(-c2ccc3ccccc3c2)cs1 (configuration not stated)	?
CCOC(=O)[C@]12CCC=C1N(CCC1=CCCCC1)C(=O)[C@H](CC(=O)NCCCCc1ccccc1)C2	-20.3%
COc1ccccc1N1CCN(Cc2nc(-c3cc(OC)c(OC)c(OC)c3)no2)CC1	-35.5%
CC1(C(=O)NS(=O)(=O)C2CC2)CCCN(C(=O)COCc2ccccc2)C1 (configuration not stated)	-26.3%
O=S(=O)(Nc1ccc(F)cc1F)c1ccc(-n2cccn2)cc1	-24.5%
CCC(=O)N1c2ccc(S(=O)(=O)NCc3ccc(F)cc3)cc2CC1C (configuration not stated)	-9.4%
